Screening results: PubChem BioAssay, National Center for Advancing Translational Sciences (NCATS)
HCV inhibitor: qHTS Assay for Inhibitors of Hepatitis C Virus (HCV); Huh7.5.1 HCVcc-Cre infection, luciferase reporter, 44 h; Potency, µM (titrated, usually from 41.8 µM), inactives show top-dose activity change, negative = inhibition, most hits filed as inhibitors; 340,000 tested, 3.4% active; AID 651820, 2012
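Compounds are dispensed onto cells plated 4 h earlier at 1,000 per well, with HCVcc-Cre virus (about 0.5 moi) added next. Following 44 h of culture, luminescent signal is measured for 15 sec after 15 min with substrate at room temperature.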
TbPYK inhibitor: qHTS of Trypanosoma Brucei Inhibitors | pyruvate kinase (Trypanosoma brucei), Q57TT1 | TbPYK enzyme, Kinase-Glo Plus ATP luminescence, 45 min | Potency, µM (series often up to 76.8 µM), for inactives: at the top dose activity, negative = inhibition, most hits filed as inhibitors | 410,000 tested, 0.12% active; note: nearly all actives have a fitted effect of over 50% in size
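Enzyme and substrate buffer are dispensed first and compound is pin-transferred. ADP at 130 uM final then starts the reaction, which runs 45 min at room temperature. Detection reagent is added for 10 min before luminescence is imaged.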
Pf growth 48h: Primary qHTS for delayed death inhibitors of the malarial parasite plastid, 48 hour incubation. P. falciparum luciferase growth in erythrocytes, 48 h. Potency, µM (titrated, usually from 28.7 µM), for the others: at the top dose activity change, negative = inhibition, usual class: inhibitors. 310,000 tested, 5.9% active
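Erythrocytes infected with P. falciparum carrying an integrated firefly luciferase reporter (2% hematocrit, 0.1% parasitemia final) were exposed to compounds in RPMI 1640 with 0.5% Albumax at 37 C, 5% CO2. Growth inhibition was scored as reduced luminescence.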
Pf growth 96h: Primary qHTS for delayed death inhibitors of the malarial parasite plastid, 96 hour incubation; P. falciparum luciferase reporter growth, 96 h; Potency, µM (highest dose often 28.7 µM), inactives show at the top dose activity change, negative = inhibition, hits mostly inhibitors; 320,000 tested, 6.9% active; AID 504834, 2011
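Erythrocytes infected with luciferase-expressing P. falciparum were dispensed at 2% hematocrit and 0.05% parasitemia (final), then incubated with compounds 96 hours at 37 C in 5% CO2. Luminescence after detection reagent addition reported growth.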
LmPK inh: qHTS Assay for Inhibitors of Leishmania Mexicana Pyruvate Kinase (LmPK); Q27686; 290,000 tested, 0.37% active; Potency, µM (doses to about 57.5 µM), inactives show at the top dose activity change, negative = inhibition, usual class: inhibitors; purified LmPK, Kinase-Glo ATP luminescence, 1 h
Target sequence (Q27686 whole entry, looked up): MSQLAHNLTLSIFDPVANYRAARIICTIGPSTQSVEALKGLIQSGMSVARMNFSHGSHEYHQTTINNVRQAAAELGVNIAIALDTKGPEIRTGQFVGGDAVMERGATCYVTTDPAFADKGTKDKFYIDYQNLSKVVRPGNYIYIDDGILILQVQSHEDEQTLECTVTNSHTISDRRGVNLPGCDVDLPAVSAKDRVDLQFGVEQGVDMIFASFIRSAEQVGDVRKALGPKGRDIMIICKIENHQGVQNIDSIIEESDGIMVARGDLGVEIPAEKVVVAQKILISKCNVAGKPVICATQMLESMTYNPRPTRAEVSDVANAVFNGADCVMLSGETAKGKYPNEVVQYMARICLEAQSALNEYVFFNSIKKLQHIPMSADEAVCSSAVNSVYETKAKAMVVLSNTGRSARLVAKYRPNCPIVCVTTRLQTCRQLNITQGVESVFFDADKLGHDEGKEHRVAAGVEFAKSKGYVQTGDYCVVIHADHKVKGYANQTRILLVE
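Purified LmPK (0.1 nM) with 0.5 mM PEP and 0.1 mM ADP in imidazole buffer pH 7.2 with MgCl2/KCl, 1 h at room temperature. ATP formed was read by luciferase luminescence and normalized to no-enzyme and uninhibited controls.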
Sm TGR block: qHTS Assay for the Inhibitors of Schistosoma Mansoni Peroxiredoxins; purified TGR, DTNB reduction, TNB absorbance 405 nm; Potency, µM (series often up to 114 µM), for inactives: at the highest dose activity change, negative = inhibition, actives largely listed as inhibitors; 360,000 tested, 3% active; AID 485364, 2010; note: nearly all actives have a fitted effect of over 60% in size
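TGR 20 nM + NADPH 100 uM (dispensed conc.), cpd preinc 15 min RT; start with NADPH (500 uM addition) then DTNB (15 mM addition). Kinetic TNB absorbance, 405 nm filter. Four-parameter Hill fit across titration.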
* hit, by the source's call; ? = inconclusive; · = not tested or not shown; & = joins results of further samples; [ ] = dose if it differs, or a comment. Calls come from the whole dose curve; as a rule, active = well fitted curve in the direction sought with a large enough effect; inconclusive = small, poorly fitted or top-dose-only effect, or another doubt; inactive = no such curve, though single readings can be large; an effect the other way counts as inactive or inconclusive. % is set by controls: 0 for no effect and ±100 for the full control effect; potency is the fitted concentration of half-maximal effect. Compounds as they come (roughly 16% active in at least one column).

SMILES	HCV inhibitor	TbPYK inhibitor	Pf growth 48h	Pf growth 96h	LmPK inh	Sm TGR block
CCN(CC)CCCNC(=S)N(CCO)Cc1cc2cc3c(cc2[nH]c1=O)OCCO3	7.0%	1.1%	20.5%	?	6.7%	0.0%
CC(C)CCOc1ccc(C(=O)NN2C(=O)NC3(CCCCC3)C2=O)cc1	0.8%	-1.3%	3.2%	12.2%	·	6.8%
Cc1cc(C)cc(C(=O)NC(=S)Nc2ccc3[nH]c(=O)[nH]c3c2)c1	10.5%	-3.2%	-2.7%	8.3%	-0.1%	-29.5%
CN1CCCN(C(=O)c2cc(-c3cccc4ccccc34)nc3ccccc23)CC1	?	0.9%	?	?	-0.4%	3.5%
CCCCOc1nc2ccccc2nc1NS(=O)(=O)c1ccc(F)cc1	5.3%	-4.5%	42.0%[activator]	31.9%	3.2%	0.0%
NC(=O)C1CCN(S(=O)(=O)Cc2ccccc2Cl)CC1	18.6%	-2.6%	-2.1%	?	0.6%	1.4%
N#Cc1ccc(C(=O)OCC(=O)N2CCOCC2)cc1	1.0%	0.2%	22.2%	35.4%[activator]	-6.4%	20.6%
Cc1ccc(N2CC(C(=O)Nc3cc(C(F)(F)F)ccc3N3CCCC3)CC2=O)cc1 (stereo unspecified)	?	-3.8%	?	?	·	-3.7%
Cc1ccc(NC(=O)CCCOc2ccccc2)cc1S(=O)(=O)N1CCOCC1	?	-11.7%	10.4µM*	?	·	5.0%
Cc1cc(/C=C2\C(=O)NC(=O)N(c3ccc(Cl)cc3)C2=O)c(C)n1-c1sc2c(c1C#N)CCCC2	-21.1%	-26.6%	-3.4%	?	3.4%	?
Cc1nc2c3ccccc3nc(NNC(=O)CCC(=O)NC(C)C)n2n1	24.8%	-1.7%	31.8%[activator]	6.57µM*	-1.3%	-2.3%
CO/N=C/CC(=O)c1ccc(-c2ccccc2)cc1	23.1%	1.2%	5.5%	15.5%	-4.9%	·

A second format for 2 compounds above:
| SMILES | HCV inhibitor | TbPYK inhibitor | Pf growth 48h | Pf growth 96h | LmPK inh | Sm TGR block |
| --- | --- | --- | --- | --- | --- | --- |
| Cc1ccc(NC(=O)CCCOc2ccccc2)cc1S(=O)(=O)N1CCOCC1 | ? | -11.7% | 10.4µM* | ? | · | 5.0% |
| Cc1cc(/C=C2\C(=O)NC(=O)N(c3ccc(Cl)cc3)C2=O)c(C)n1-c1sc2c(c1C#N)CCCC2 | -21.1% | -26.6% | -3.4% | ? | 3.4% | ? |

Entries of single compounds, quoted from the list.
Record of `CO/N=C/CC(=O)c1ccc(-c2ccccc2)cc1` = HCV inhibitor: 23.1%; TbPYK inhibitor: 1.2%; Pf growth 48h: 5.5%; Pf growth 96h: 15.5%; LmPK inh: -4.9%; Sm TGR block: ·
Record of `CN1CCCN(C(=O)c2cc(-c3cccc4ccccc34)nc3ccccc23)CC1` = HCV inhibitor: ?; TbPYK inhibitor: 0.9%; Pf growth 48h: ?; Pf growth 96h: ?; LmPK inh: -0.4%; Sm TGR block: 3.5%
Record of `NC(=O)C1CCN(S(=O)(=O)Cc2ccccc2Cl)CC1` = HCV inhibitor: 18.6%; TbPYK inhibitor: -2.6%; Pf growth 48h: -2.1%; Pf growth 96h: ?; LmPK inh: 0.6%; Sm TGR block: 1.4%

New compounds follow
SMILES	HCV inhibitor	TbPYK inhibitor	Pf growth 48h	Pf growth 96h	LmPK inh	Sm TGR block
O=C(O)CCCC(=O)Nc1nc2n(n1)C(c1ccc(F)cc1)CC(c1ccc(Cl)cc1)N2 (stereo unspecified)	-6.6%	1.2%	-1.4%	0.8%[5.75 µM]	3.7%	-21.9%
Fc1ccc2c(c1)C(c1ccncc1)=NNC(c1ccccc1)=N2	-9.6%	-5.8%	?	?	0.7%	-5.5%
O=C(N/N=C/C=C/c1ccccc1)C1CC1c1ccccc1 (stereo unspecified)	-18.1%	5.1%	9.9%	-5.1%	6.0%	-30.8%
COc1ccc(CNS(=O)(=O)c2ccc(-n3cnnn3)c(OC)c2)cc1	10.4%	-6.8%	11.5%	-40.1%	0.0%	-6.4%
Cc1ccc(CS(=O)Cc2ccc(C(=O)NCc3cccs3)o2)cc1 (stereo unspecified)	-8.8%	4.7%	-8.0%	12.3%	-2.5%	-9.6%
CCOC(=O)c1c(SCc2ccccc2)n[nH]c1N	-4.9%	-4.0%	3.4%	-1.1%	-2.1%	7.4%
O=C(c1cc(-c2ccccc2)nc2ccccc12)N1CCCC1	-7.3%	0.5%	-15.7%	10.3%	-7.7%	11.7%
CCOC(=O)c1ccc(NC(=O)c2ccccc2C)cc1	?	-12.7%	19.3%	-25.9%	-13.0%	-1.4%
CC(=O)NC(=S)Nc1cccc([N+](=O)[O-])c1	4.0%	-6.7%	7.4%	15.3%	2.2%	-17.2%
COc1ccc(NC(=O)C2CCC(C(C)(C)C)CC2)cc1S(=O)(=O)N1CCCCC1 (stereo unspecified)	-29.3%	15.9%	5.6%	3.8%	1.0%	0.2%
CN1CCN(C(=O)c2cc(Br)cn2C)CC1	32.1%[activator]	0.4%	·	13.5%	3.7%	-16.0%
C/C(=N/Nc1ccnc2cc(Cl)ccc12)c1ccc(O)cc1	?	2.9%	0.329µM*	0.294µM*	·	-8.3%
O=C(Nc1ccc(Br)cc1)c1cccc(N2C(=O)C3CCCCC3C2=O)c1 (stereo unspecified)	·	3.5%	16.7%	1.1%	-4.2%	2.3%
CCN1C(=O)N(CC)C2C1N(CO)C(=O)N2CO (stereo unspecified)	2.5%	4.3%	12.7%	16.2%	2.9%	2.7%
Cn1c(=O)oc2cc(S(=O)(=O)NCc3ccc(C(=O)O)cc3)ccc21	10.2%	2.1%	15.9%	19.5%	-2.3%	10.8%
Cc1ccc(NCC(=O)c2ccc([N+](=O)[O-])cc2)cc1	-12.3%	-8.4%	?	?	-5.1%	15.8µM*
CC1(C)Cc2nc3sc4c(=O)n(Cc5ccccc5)cnc4c3cc2CS1	?	2.0%	13.1%	35.7%	2.0%	-0.2%
O=C(Oc1cccc(C(=S)N2CCOCC2)c1)c1ccccc1	9.6%	-15.7%	5.0%	34.4%[activator]	-2.5%	-2.9%
Cc1ccc(NC(=O)c2cc(S(=O)(=O)NCCc3ccccc3)ccc2F)cc1Cl	?	1.2%	0.1%	-7.2%	0.4%	-8.7%
COc1ccc(C(=O)Nn2c(SCc3cccc([N+](=O)[O-])c3)nc3ccccc3c2=O)cc1	?	-10.8%	217.2%[activator]	?	-7.5%	21.9%
CC(C(=O)Nc1ccc2c(c1)OCO2)n1cnc2c1c(=O)n(C)c(=O)n2C (stereo unspecified)	5.2%	-2.1%	5.4%	1.4%	·	6.9%
Cc1ccc(CCNC(=O)c2nnn(-c3cc(C)cc(C)c3)c2N)cc1	14.7%	-6.0%	?	4.4%	4.1%	-6.2%
CC1CCN(CCOCCOc2ccccc2Br)CC1	-3.4%	-10.4%	-22.8%	46.7%[activator]	1.6%	-5.6%
CCOC(=O)c1sc(SC)c(C(C)=O)c1C	?	-8.4%	5.2%	·	-1.7%	-10.4%
Cc1nc(C(=O)NCCCO)cc2c1[nH]c1ccccc12	?	0.5%	18.1%	4.9%	9.2%	5.0%
CC1(C)C(=O)CC[C@@]2(C)[C@H]1CC[C@@]1(C)CC3=C(CC[C@@H]12)[C@@]1(C)CCC(=O)C(C)(C)[C@@H]1CC3	14.9%	·	11.7µM*	?	·	-17.0%
Nc1[nH]ncc1-c1ccccc1	-4.2%	-17.2%	15.3%	-28.9%	2.2%[11.5 µM]	15.5%
Cc1cc(C)c(NC(=O)CS(=O)CC(=O)N2CCN(c3cccc(C)c3C)CC2)c(C)c1 (stereo unspecified)	?	-4.3%	4.1%	-18.5%	-0.7%	-8.5%
Cc1ccc(C(=O)Nc2ccc3c(c2)OCO3)cc1	?	-16.8%	·	-95.5%	22.4µM*	-1.8%
O=S(=O)(c1ccc(Br)cc1Cl)N1CCN(CCO)CC1	7.2%	-2.8%	1.4%	-7.7%	2.4%	-0.5%
CC(C)CN(C(=O)COC(=O)CCc1nc2ccccc2s1)c1c(N)n(Cc2ccccc2)c(=O)[nH]c1=O	?	9.1%	-12.4%	8.9%	·	-1.7%
COc1ccc(NC(=O)Nc2ccccc2SC)cc1	-4.4%	-19.2%	239.3%[activator]	5.86µM*	10µM*	-3.6%
CCOc1cccc(/C=N/NC(=S)NCCN2CCOCC2)c1O	?	-6.4%	-19.7%	9.4%	11.1%[11.5 µM]	12.8%
COc1cccc(/C=C2\SC(=S)N(CC3CCCO3)C2=O)c1 (stereo unspecified)	-10.5%	-2.3%	-2.3%	19.9%	-0.7%	-2.3%
Cc1ccnc(NC(=O)c2cccc(OC(F)F)c2)n1	17.4%	0.0%	95.9%[activator]	97.1%[activator]	3.2%	7.3%
CC[C@@H](CO)NC(=O)[C@@H]1C=C2c3cccc4[nH]cc(c34)C[C@H]2N(C)C1	?	-13.0%&4.6%	?	-7.5%	·	·
O=c1oc2c(CN3CCCCCC3)c(O)ccc2cc1-c1nc2ccccc2[nH]1	·	·	2.33µM*	5.7%	5.1%	0.7%
COc1ccccc1OCC(=O)Nc1ccccc1C(=O)NCc1cccnc1	22.8%	0.0%	20.8%	?	-2.3%	-3.2%
COc1cc(-c2cc(C(=O)Nc3ccc(S(=O)(=O)Nc4ncccn4)cc3)c3ccccc3n2)cc(OC)c1OC	13.1%	2.0%	?	7.38µM*	3.4%	26.0%
C/C(Cn1cnc([N+](=O)[O-])n1)=N\NC(=O)c1ccc(F)cc1	-3.2%	1.2%	-24.2%	?	-6.1%	-1.6%
CCOc1cc(CN2CCOCC2)cc(C(C)=O)c1	11.6%	9.4%	18.8%	-4.2%	-0.3%	44.7µM*
COCCN1Cc2cccc(C(=O)Nc3c(C)cc(C)cc3C)c2C1=O	8.8%	1.6%	-4.1%	?	-1.7%	3.8%
O=C(CCS(=O)(=O)c1ccc(F)cc1)Nc1nnc(-c2ccco2)o1	-22.2%	1.2%	?	-12.3%	·	?
CS(=O)(=O)N1CCN(CCN2C(=O)c3cccc4cccc(c34)C2=O)CC1	-19.4%	0.2%	3.2%	?	6.0%	2.3%
Cc1ccc(Cl)cc1N1CCN(S(=O)(=O)c2cnc[nH]2)CC1	15.4%	-6.4%	·	-2.3%	8.6%	-28.9%
O=C(Nc1cccnc1)c1cc(-c2ccc(Br)cc2)on1	11.1%	-5.4%	32.9%[activator]	0.5%	-7.4%	-11.3%
C=CCNC(=O)NC(=O)COC(=O)[C@H](C)NS(=O)(=O)c1c(C)c(C)cc(C)c1C	13.9%	-0.8%	74.4%[activator]	24.9%	6.6%	-8.6%
COc1cccc(COc2ccc3c(C)cc(=O)oc3c2)c1	-41.9%	-4.4%	116.1%[activator]	243.5%[activator]	-6.2%	2.6%
CCS(=O)(=O)N1CCN(C(=O)CCC2CCCC2)CC1	8.9%	0.6%	6.1%	·	1.8%	-0.3%
CCCn1cc(CN2CCC(N3CCC(C(=O)N4CCOCC4)CC3)CC2)c(C)n1	2.4%	0.0%	23.7%	-12.0%	4.9%	?
O=C(NCC1CCCN1S(=O)(=O)c1ccccc1)C(=O)NC1CC1 (stereo unspecified)	2.6%	-0.6%	47.7%[activator]	6.9%	·	-8.4%
O=C(COC(=O)Cc1ccc(Cl)cc1)NCCc1ccccc1	3.9%	3.6%	5.4%	19.5%	·	3.0%
CN(c1ccccc1)c1nc(N)c([N+](=O)[O-])c(Nc2ccc(F)cc2)n1	?	6.5%	-16.3%	-0.2%	0.0%	-5.2%
